PrPC TRFRET = reduces human prion protein on the cell surface; P04156; cell surface PrPC, TR-FRET read-out; inhibition, % at 13.8 µM; hit rate 0.43% among 370,000; in the data active means inhibition above about 24%; further: 0% = median of the test wells and 100% = reference compound wells
PfHsp40 yeast = restores yeast growth despite PfHsp40 toxicity | S. cerevisiae expressing PfHsp40, growth rescue, ATP luminescence | growth rescue, % at 12.5 µM | hit rate 0.68% among 340,000 | AID 504582; in the data active means growth rescue above about 28%, passing the limit was not always enough;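 further: yeast W303a lacking pdr1 and pdr3 grown in galactose medium; growth measured after three days at 30 °C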
TcdB inh = TcdB glycohydrolase inhibition | TcdB glycohydrolase enzymatic assay, plate reader | hit rate 0.24% among 350,000 | P18177 | inhibition, % at 9.99 µM; in the data active means inhibition above about 10%
Target sequence (P18177 whole entry, looked up): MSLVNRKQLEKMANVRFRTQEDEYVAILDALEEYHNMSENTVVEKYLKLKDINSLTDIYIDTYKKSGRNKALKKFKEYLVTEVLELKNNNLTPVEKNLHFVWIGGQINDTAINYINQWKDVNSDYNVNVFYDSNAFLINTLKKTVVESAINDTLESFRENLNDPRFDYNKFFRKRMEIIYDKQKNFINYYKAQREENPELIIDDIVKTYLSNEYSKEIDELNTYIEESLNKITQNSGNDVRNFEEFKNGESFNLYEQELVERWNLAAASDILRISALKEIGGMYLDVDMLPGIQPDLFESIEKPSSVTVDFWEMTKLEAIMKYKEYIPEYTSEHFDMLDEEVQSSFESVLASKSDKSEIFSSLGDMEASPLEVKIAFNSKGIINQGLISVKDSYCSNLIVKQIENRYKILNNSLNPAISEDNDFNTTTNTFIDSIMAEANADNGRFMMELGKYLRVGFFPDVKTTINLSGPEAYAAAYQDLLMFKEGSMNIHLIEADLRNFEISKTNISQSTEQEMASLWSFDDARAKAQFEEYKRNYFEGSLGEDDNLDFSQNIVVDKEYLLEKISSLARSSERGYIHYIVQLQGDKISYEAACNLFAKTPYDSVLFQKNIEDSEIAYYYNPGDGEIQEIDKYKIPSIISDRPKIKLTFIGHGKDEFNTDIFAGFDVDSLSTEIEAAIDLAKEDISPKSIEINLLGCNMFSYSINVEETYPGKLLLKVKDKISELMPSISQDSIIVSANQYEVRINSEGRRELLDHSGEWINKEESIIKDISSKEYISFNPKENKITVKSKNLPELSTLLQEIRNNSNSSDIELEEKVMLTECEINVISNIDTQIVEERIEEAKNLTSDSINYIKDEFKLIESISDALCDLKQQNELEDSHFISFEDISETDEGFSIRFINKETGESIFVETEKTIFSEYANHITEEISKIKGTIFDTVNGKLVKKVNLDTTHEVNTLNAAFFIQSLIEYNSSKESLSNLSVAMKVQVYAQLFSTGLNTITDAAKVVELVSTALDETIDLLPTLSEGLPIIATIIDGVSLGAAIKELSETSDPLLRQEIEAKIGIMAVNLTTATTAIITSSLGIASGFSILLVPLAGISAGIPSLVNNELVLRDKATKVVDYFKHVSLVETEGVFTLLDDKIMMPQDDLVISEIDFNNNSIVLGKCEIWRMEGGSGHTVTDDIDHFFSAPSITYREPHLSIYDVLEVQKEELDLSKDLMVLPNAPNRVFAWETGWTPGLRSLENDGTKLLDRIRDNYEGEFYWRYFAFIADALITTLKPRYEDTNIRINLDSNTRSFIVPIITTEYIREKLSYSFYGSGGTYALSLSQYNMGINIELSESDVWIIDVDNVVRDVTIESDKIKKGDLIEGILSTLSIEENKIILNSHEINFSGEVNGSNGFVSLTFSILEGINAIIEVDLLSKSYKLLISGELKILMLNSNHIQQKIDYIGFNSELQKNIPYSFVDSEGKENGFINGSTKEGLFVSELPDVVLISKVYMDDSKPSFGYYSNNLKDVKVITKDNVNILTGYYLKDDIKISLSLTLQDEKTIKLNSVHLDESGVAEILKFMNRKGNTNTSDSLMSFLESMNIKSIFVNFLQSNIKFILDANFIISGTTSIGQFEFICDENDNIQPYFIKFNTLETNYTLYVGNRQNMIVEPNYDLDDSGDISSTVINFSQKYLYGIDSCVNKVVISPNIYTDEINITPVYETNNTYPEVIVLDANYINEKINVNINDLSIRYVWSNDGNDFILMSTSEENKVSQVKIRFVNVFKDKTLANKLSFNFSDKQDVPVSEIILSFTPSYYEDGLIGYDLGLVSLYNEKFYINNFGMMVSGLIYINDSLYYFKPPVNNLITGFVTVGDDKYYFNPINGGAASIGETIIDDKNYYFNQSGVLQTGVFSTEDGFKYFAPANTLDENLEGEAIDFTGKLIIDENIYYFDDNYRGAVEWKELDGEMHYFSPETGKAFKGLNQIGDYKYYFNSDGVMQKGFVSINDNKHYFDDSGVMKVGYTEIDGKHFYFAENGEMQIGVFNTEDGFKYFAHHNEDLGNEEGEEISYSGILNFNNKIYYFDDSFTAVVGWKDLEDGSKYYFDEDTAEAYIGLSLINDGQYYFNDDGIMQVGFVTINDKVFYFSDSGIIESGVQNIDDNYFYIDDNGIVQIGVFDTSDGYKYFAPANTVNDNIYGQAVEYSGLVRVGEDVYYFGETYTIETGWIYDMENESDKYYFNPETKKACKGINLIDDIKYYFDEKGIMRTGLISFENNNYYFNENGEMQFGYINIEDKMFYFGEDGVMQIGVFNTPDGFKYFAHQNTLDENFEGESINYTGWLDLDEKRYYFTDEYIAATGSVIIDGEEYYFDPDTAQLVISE
Anthrax LF prot = blocks Bacillus anthracis lethal factor protease; P15917; multiplex microsphere protease cleavage assay, LF; inhibition, % at 10 µM; hit rate 0.12% among 360,000; further: plate controls were buffer without enzyme for full effect and enzyme alone for no effect
SSB-PriA inh = K. pneumoniae PriA-SSBct interaction inhibition; AlphaScreen SSBct-PriA binding, biotinylated peptide; inhibition, % at 33 µM; hit rate 0.6% among 430,000; in the data active means inhibition mostly above about 37%, no sharp cut-off; inactive means mostly below about 20%;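 further: plate controls were negative control peptide for no effect and reference peptide for full effect; strong numbers were not always called active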
Yp Topo-I inh = Y. pestis Topo-I inhibition via cleavage products | Y. pestis Topo-I cleavage product accumulation, plate reader | hit rate 0.064% among 360,000 | activity, % at 10 µM; in the data active means activity above about 50%, passing the limit was not always enough; further: inactives centre near 2
BoNT A protease = blocks Botulinum neurotoxin A light chain protease. multiplex microsphere protease substrate cleavage, flow cytometry. inhibition, % at 10 µM. hit rate 0.17% among 360,000. AID 588499; further: plate controls were buffer without enzyme for full effect and enzyme alone for no effect
BH1578 lux ind = inducers of Vibrio cholerae quorum light production without autoinducers. activation, % at 18.7 µM. V. cholerae BH1578 lux reporter, luminescence, 6 h. hit rate 0.16% among 350,000. AID 588436; in the data active means activation mostly above about 9.7%, no sharp cut-off; further: not every result past the cut was called active; inactives centre near 0; reference of the scale not given here
3CLpro inhibitor = SARS-CoV 3CLpro protease inhibition. inhibition, % at 6 µM. P0C6X7. recombinant SARS-CoV 3CLpro, quenched FRET peptide cleavage. hit rate 0.14% among 290,000. AID 1706; in the data active means inhibition above about 12%
Numbers without * were called inactive; i = inactive; nt = no result given. Unless noted, no stated cut-off is given here; in the data, active means inhibition above about 30%; inconclusive means no clear call, values can overlap the other calls; inactive means below that. An excerpt, so the mix of outcomes need not match the whole.

SMILES	PrPC TRFRET	PfHsp40 yeast	TcdB inh	Anthrax LF prot	SSB-PriA inh	Yp Topo-I inh	BoNT A protease	BH1578 lux ind	3CLpro inhibitor
COc1cc(OC)c(NC(=S)Nc2cc(Cl)cc(Cl)c2)cc1Cl	2.0	1.1	-0.5	-1.5	-3.2	-23.1	-0.6	-0.3	3.6
CC(C)(C)S(=O)(=O)c1cnc(N2CCCCC2)nc1N	2.1	-0.8	1.8	4.3	-11.0	0.7	0.2	-0.2	0.6
O=C(/C=C/[C@H]1O[C@@H](n2ccc(=O)[nH]c2=O)[C@H](O)[C@@H]1O)NCc1cccnc1	0.4	nt	-1.3	3.2	nt	nt	0.2	nt	nt
C=CCNC(=S)N1CCC(C(=O)c2ccc3c(c2)OCCO3)CC1	-6.6	0.7	-1.2	-4.1	-8.7	-3.7	-1.1	-0.1	3.8
O=C(/C=C/c1ccc(-c2ccccc2)cc1)NCc1cccnc1	-12.8	1.1	0.7	-1.1	-7.6	44.1	-0.8	i	5.0
Cc1ccc(/C=C2/SC(=S)N(CCC(=O)NCCCN3CCOCC3)C2=O)cc1	1.0	5.8	2.0	1.5	6.5	26.5	-3.3	-0.1	4.1
CC(C)(CO)NC(=O)CCCOc1ccc(Cl)cc1Cl	0.2	-0.1	nt	-4.4	-15.2	6.8	0.0	-0.5	-6.6
NCCCCCC(=O)N/N=C/c1coc2ccccc2c1=O	4.5	4.2	1.0	1.3	i	-2.1	0.1	-0.4	-1.2
CCC/C=N/NC(=O)c1cc(-c2ccccc2)nc2ccccc12	-4.3	0.3	nt	-1.0	1.0	1.8	0.0	-0.3	4.8
CCN1CCCC1CNS(=O)(=O)c1ccc(C(=O)Nc2ccccc2)cc1 (stereo unspecified)	-6.4	0.4	nt	4.1	-1.9	-8.1	0.6	-3.2	-2.0
O=C(O)CSc1nnc(COc2cccc3ccccc23)n1Cc1ccccc1	4.1	0.0	1.3	1.3	7.1	6.2	0.3	3.1	4.8
COCc1cc(C)nc(SC)c1C#N	-3.3	-1.6	1.4	-4.9	-5.7	4.4	-0.5	-0.3	-2.8
O=c1[nH]n(-c2ncnc3c2cnn3-c2ccccc2)c(=O)c2ccccc12	-0.8	-0.7	nt	0.1	-5.9	-4.4	-0.3	i	-0.9
COC(=O)[C@H](CCSC)NC(=O)Nc1cc(OC)cc(OC)c1	11.3	-1.2	-1.4	-6.4	-5.7	-9.8	-0.4	-0.3	1.3
Cc1cccc(C)c1OCc1cc(C(=O)N2CCC(c3ccccc3)CC2)no1	5.5	10.6	0.7	0.4	-36.9	-2.6	-0.6	-0.1	1.1
Cn1c(CCNC(=O)c2ccc(F)cc2)nc2ccccc21	2.1	0.2	nt	-8.0	-14.6	-2.8	0.0	i	-1.9
COc1ccc(-n2c(COc3ccc(C)cc3)nnc2SCC(N)=O)cc1	2.3	-0.3	nt	-3.1	-5.2	25.8	0.6	i	0.5
c1ccc(-c2csc(N3CCOCC3)n2)cc1	-5.9	0.3	nt	-1.2	2.7	12.6	-1.1	-0.3	-0.5
CCN1CCN(S(=O)(=O)c2ccc3c(c2)NC(=O)CS3)CC1	-9.1	0.1	2.0	-1.6	4.8	-4.4	0.9	i	-3.4
O=C(COC(=O)c1ccc2ncsc2c1)Nc1cc([N+](=O)[O-])ccc1Cl	-6.5	-1.7	-0.9	0.2	-13.0	5.1	0.3	-0.3	nt
CCOC(=O)c1cccc(-n2c(C)nc3ccccc3c2=O)c1	3.6	0.1	nt	2.5	-5.3	7.7	0.6	i	-0.5
COC(=O)CSc1nsc(SCC(=O)OC)n1	-9.6	0.1	nt	2.0	-3.5	6.5	-0.5	-1.2	-6.8
Cc1cc(/C=C2\SC(=S)N(Cc3ccco3)C2=O)c(C)n1-c1cccnc1	2.4	0.6	nt	-10.1	nt	-0.5	6.9	-0.1	-1.4
Cn1c2ccccc2c2cc(/C=N/NC(=O)c3ccc(O)cc3O)ccc21	nt	1.4	nt	-6.6	nt	-13.0	-35.6	-0.5	-1.6
Cc1ccc(NC(=O)CSCC#N)cc1Cl	5.3	-1.1	nt	0.6	-13.3	-5.2	0.2	-0.6	1.1

(continued)
SMILES	PrPC TRFRET	PfHsp40 yeast	TcdB inh	Anthrax LF prot	SSB-PriA inh	Yp Topo-I inh	BoNT A protease	BH1578 lux ind	3CLpro inhibitor
CCOc1ccc(-n2c(=O)cc(N3CCN(c4ccccc4)CC3)[nH]c2=O)cc1	4.6	-0.2	nt	-3.8	2.9	-6.2	0.6	-0.2	1.0
CCOc1ncccc1C(=O)Nc1ncc(C)s1	-0.3	-1.1	0.9	-8.1	-2.9	2.5	-0.6	-0.4	-1.3
CCOC(=O)N1CCC(NS(=O)(=O)c2ccccc2)CC1	6.2	-1.2	1.3	-1.9	2.9	2.2	-0.3	-0.6	-5.7
NCCNc1cc(N2CCCC2)ccc1[N+](=O)[O-]	-26.7	1.0	1.4	-1.9	6.5	2.4	-0.7	i	0.8
Cc1ccc(C)c(N(C(=O)CCC(=O)Nc2cc(C)on2)C(C(=O)NC2CCCC2)c2ccco2)c1 (stereo unspecified)	4.6	0.6	-0.4	2.3	-13.6	-1.5	0.9	1.2	4.8
O=C(NCCCCc1ccccc1)C1CC(c2ccc(C(F)(F)F)cc2)=NO1 (stereo unspecified)	-7.5	2.4	-1.2	7.6	-5.7	1.9	-0.2	0.5	nt
CN(c1ccccc1)S(=O)(=O)c1ccc(Cl)c(C(=O)Nc2ccncc2)c1	15.4	-1.7	-2.0	-5.9	-17.0	-6.3	-0.4	i	nt
Cc1c(Cc2ccccc2)c(=O)oc2c(C)c(OCC(=O)NCC3CCC(C(=O)O)CC3)ccc12 (stereo unspecified)	4.4	-0.1	0.8	-7.2	1.3	-4.6	-0.2	-0.6	0.6
O=c1[nH][nH]c2cc(=O)n(-c3cccc(C(F)(F)F)c3)nc12	-9.7	-0.2	0.6	-2.8	2.4	-6.2	-1.6	nt	-0.2
Cc1ccc(N(CC(=O)NCc2ccco2)C(=O)CCC(=O)Nc2nccs2)cc1C	7.5	-0.3	-2.6	-3.5	-15.9	11.7	1.0	-0.2	-0.6
Cc1ccc(-n2ncc3c2CC(C)(C)CC3NC(=O)CCn2cncn2)cc1 (stereo unspecified)	-3.2	-1.2	0.4	-3.5	-10.9	-7.7	-2.3	i	1.0
Cn1c(=O)cc(SCC(=O)NCCC2=CCCCC2)c2cc(Cl)ccc21	1.2	1.6	nt	1.3	-17.6	2.6	0.6	i	3.6
COc1ccc(Cl)cc1NC(=S)NCCC(c1ccccc1)c1ccccc1	2.9	0.3	0.0	0.9	-10.2	-13.9	0.5	-0.2	4.8
CCOC(=O)c1sc(NC(=O)c2ccc(S(=O)(=O)N(C)C)cc2)nc1C	-8.5	0.0	nt	-0.2	-5.3	1.2	0.2	-0.5	4.0
COc1ccc(Br)c(C(=O)Nc2nc3ccccc3[nH]2)c1	13.1	-1.0	0.3	2.4	-12.3	2.4	0.8	i	-2.6
CC(=O)Nc1ccc(N=Cc2nc(-c3ccc(C)cc3)oc2O)cc1	-2.3	1.4	nt	-4.7	8.4	14.9	0.2	i	-6.1
CCOc1ccccc1-n1c(SCC(N)=O)nnc1-c1cccnc1	5.6	0.0	nt	2.2	-6.6	-3.0	-0.1	i	-4.1
CC(C)(C)NC(=O)C(=O)N/N=C/c1ccc(Br)cc1	-4.0	-1.2	nt	-4.4	nt	-8.2	-1.2	i	6.1
CCCCNC(=O)c1onc(CSc2ccc(F)c(F)c2)c1C(=O)O	3.0	-2.0	3.2	-4.8	-3.0	-3.7	0.1	-3.7	6.2
COc1ccc(/C(=N\Nc2ccccc2C(=O)O)c2ccccc2)cc1	0.5	7.1	-2.2	-1.3	nt	-3.8	-0.7	nt	10.0
O=C(CCn1c(=O)oc2ccccc21)N(Cc1ccccc1)c1ccccc1	11.9	-1.7	0.3	-3.3	-5.1	42.0	0.0	-0.2	0.2
O=C1CCC(C(=O)N2CCOCC2)CN1Cc1cccc(C(F)(F)F)c1 (stereo unspecified)	3.0	-0.7	-1.3	-2.3	1.4	-7.3	-0.5	0.0	0.0
CCOc1ccc(S(=O)(=O)N2CCC(C(=O)OCc3ccc(OC)cc3)CC2)cc1	-2.4	-2.0	1.0	1.7	-4.5	40.7	3.6	i	nt
COc1ccc(NC(=O)c2ccccc2NC(=O)C2CC=CCC2C(=O)O)cc1 (stereo unspecified)	-3.7	1.8	-0.4	-2.7	8.7	-7.9	-0.6	-0.8	-4.8
Cn1nc(-c2ccccc2)c(-c2nc(-c3cccc(Cl)c3)no2)c1Cl	-1.1	0.3	nt	-4.6	-23.0	-4.9	0.6	-0.4	-1.2

Eight compounds out of the list, ordered by heavy-atom count, ascending:
SMILES	PrPC TRFRET	PfHsp40 yeast	TcdB inh	Anthrax LF prot	SSB-PriA inh	Yp Topo-I inh	BoNT A protease	BH1578 lux ind	3CLpro inhibitor
NCCNc1cc(N2CCCC2)ccc1[N+](=O)[O-]	-26.7	1.0	1.4	-1.9	6.5	2.4	-0.7	i	0.8
CC(C)(C)NC(=O)C(=O)N/N=C/c1ccc(Br)cc1	-4.0	-1.2	nt	-4.4	nt	-8.2	-1.2	i	6.1
O=c1[nH][nH]c2cc(=O)n(-c3cccc(C(F)(F)F)c3)nc12	-9.7	-0.2	0.6	-2.8	2.4	-6.2	-1.6	nt	-0.2
CCCCNC(=O)c1onc(CSc2ccc(F)c(F)c2)c1C(=O)O	3.0	-2.0	3.2	-4.8	-3.0	-3.7	0.1	-3.7	6.2
CCOC(=O)c1sc(NC(=O)c2ccc(S(=O)(=O)N(C)C)cc2)nc1C	-8.5	0.0	nt	-0.2	-5.3	1.2	0.2	-0.5	4.0
CN(c1ccccc1)S(=O)(=O)c1ccc(Cl)c(C(=O)Nc2ccncc2)c1	15.4	-1.7	-2.0	-5.9	-17.0	-6.3	-0.4	i	nt
COc1ccc(Cl)cc1NC(=S)NCCC(c1ccccc1)c1ccccc1	2.9	0.3	0.0	0.9	-10.2	-13.9	0.5	-0.2	4.8
CCOc1ccc(S(=O)(=O)N2CCC(C(=O)OCc3ccc(OC)cc3)CC2)cc1	-2.4	-2.0	1.0	1.7	-4.5	40.7	3.6	i	nt

(continued)
SMILES	PrPC TRFRET	PfHsp40 yeast	TcdB inh	Anthrax LF prot	SSB-PriA inh	Yp Topo-I inh	BoNT A protease	BH1578 lux ind	3CLpro inhibitor
O=C(NC1CCCCC1)C1CCC(CNS(=O)(=O)c2ccccc2)CC1 (stereo unspecified)	-0.8	-0.2	-0.6	-11.0	-3.9	11.8	-2.3	i	-2.8
Cc1occc1-c1nnc(SCC(=O)c2c(N)n(C3CC3)c(=O)[nH]c2=O)n1C	-7.6	-0.8	1.0	-4.4	-1.4	2.6	4.6	i	nt
O=C1CC(c2ccco2)CC(O)=C1C=NCC1CCNCC1 (stereo unspecified)	0.4	1.0	nt	-1.9	-4.5	-1.8	-0.3	nt	-4.6
NC(=O)Nc1ccccc1C(=O)NCCc1ccccc1	-1.7	-0.8	nt	-0.2	-2.2	-3.4	0.2	-0.6	1.2
Cc1ccccc1NS(=O)(=O)c1ccc(C(=O)NNC(=O)c2ccccc2O)cc1	-0.6	24.1	1.8	-5.5	-7.6	-5.1	-4.2	-1.4	nt
Cc1c(C(=O)c2cccc([N+](=O)[O-])c2)c2ccccn2c1CCC#N	-12.4	-0.3	nt	-1.1	16.9	-1.2	0.0	-0.7	-1.7
Cc1ccc(C(NC(=O)C2CCN(Cc3ccc(Cl)c(Cl)c3)CC2)c2ccccn2)cc1 (stereo unspecified)	-13.5	nt	1.4	0.7	nt	16.4	-0.8	-0.6	nt
COc1ccc([N+](=O)[O-])cc1N(CC(O)CN1CCCC1)S(=O)(=O)c1ccc(C)cc1 (stereo unspecified)	-8.9	-1.8	1.1	-0.7	-4.6	-23.1	-1.2	-2.0	-6.9
O=C(Nc1ccc(Oc2ccccc2)cc1)c1ccc2nc([C@@H]3O[C@H](CO)[C@H](O)[C@H](O)[C@H]3O)[nH]c2c1	4.9	nt	0.5	7.1	nt	-1.2	0.2	-0.3	nt
O=C(Nc1ccc(-c2noc(-c3cccs3)n2)cc1)c1cccnc1	1.2	12.6	nt	-0.2	1.2	-3.3	0.4	i	-2.8
